# Screens from PubChem.
# Vif-APOBEC3G blk: qHTS for Inhibitors of Vif-A3G Interactions: qHTS; DNA dC->dU-editing enzyme APOBEC-3G (Homo sapiens), Q9HC16; HeLa A3G-eYFP + Vif (tagged APOBEC3G with the HIV-1 protein that degrades it), YFP fluorescence, overnight; Potency, µM (titrated, usually from 46.1 µM), for inactives: at the highest dose activity, negative = active, usual class: inhibitors; hit rate 0.076% among 410,000; AID 602310, 2012;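 also: potency is read from the fitted curve at half-maximal effect; % is scaled to controls: 0 for no effect and ±100 for the full control effect; nearly all actives have a fitted effect of over 60% in size; hits raise eYFP signal because A3G escapes Vif-driven loss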
#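 HeLa cells stably expressing Vif and C-terminally eYFP-tagged A3G, seeded overnight at 37 deg C, then exposed to compound by pintool overnight at 37 deg C. Rise in yellow fluorescence (Ex 488/Em 500-530, Acumen) marks blocked Vif-driven A3G degradation.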
# RXFP1 antagonist: qHTS Assay for Antagonists of the Relaxin Receptor RXFP1. Relaxin receptor 1 (Homo sapiens), Q9HBX9. HEK293-RXFP1, relaxin-stimulated cAMP HTRF, 30 min; stronger effect = lower value. activity change, negative = inhibition, % at 57.5 µM. hit rate 0.59% among 350,000;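 active = activity change of -60% or lower, but not beyond a set lower limit; inconclusive = change between -60% and -40%, or beyond the set limit; inactive = change above -40%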; also: % is scaled to controls: 0 for no effect and ±100 for the full control effect
# Target sequence (Q9HBX9 whole entry, looked up): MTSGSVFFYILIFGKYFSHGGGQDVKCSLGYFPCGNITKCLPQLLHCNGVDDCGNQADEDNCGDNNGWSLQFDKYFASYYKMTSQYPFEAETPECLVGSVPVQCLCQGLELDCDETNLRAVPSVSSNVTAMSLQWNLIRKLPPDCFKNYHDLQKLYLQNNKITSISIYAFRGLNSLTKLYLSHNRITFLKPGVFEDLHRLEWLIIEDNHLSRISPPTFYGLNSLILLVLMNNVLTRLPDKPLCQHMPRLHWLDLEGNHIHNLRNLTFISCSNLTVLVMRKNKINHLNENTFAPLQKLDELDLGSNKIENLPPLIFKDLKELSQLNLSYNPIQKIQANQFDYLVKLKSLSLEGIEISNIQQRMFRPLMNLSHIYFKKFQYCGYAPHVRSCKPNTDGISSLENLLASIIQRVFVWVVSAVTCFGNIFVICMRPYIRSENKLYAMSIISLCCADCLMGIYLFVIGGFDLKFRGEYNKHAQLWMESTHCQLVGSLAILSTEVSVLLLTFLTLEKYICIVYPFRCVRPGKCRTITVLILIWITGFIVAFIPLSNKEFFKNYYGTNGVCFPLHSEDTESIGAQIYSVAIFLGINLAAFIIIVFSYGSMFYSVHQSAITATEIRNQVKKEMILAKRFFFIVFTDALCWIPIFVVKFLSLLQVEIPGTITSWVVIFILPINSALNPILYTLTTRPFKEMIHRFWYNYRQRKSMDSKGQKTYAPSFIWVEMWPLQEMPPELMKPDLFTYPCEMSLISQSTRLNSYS
# RXFP1 agonist: qHTS Assay for Agonists of the Relaxin Receptor RXFP1 | hit rate 0.3% among 370,000 | HEK293T-RXFP1 cAMP TR-FRET, 30 min; response scale: percent of porcine relaxin response, buffer zero | Relaxin receptor 1 (Homo sapiens), Q9HBX9 | AID 2676, 2010 | Potency, µM (top dose mostly 57.5 µM), for inactives: at the top dose activation, hits mostly activators; also: potency is read from the fitted curve at half-maximal effect; % is scaled to controls: 0 for no effect and ±100 for the full control effect; nearly all actives have a fitted effect of over 60% in size; many of its hits are not listed in these tables
#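 HEK293 cells stably expressing RXFP1, treated 30 min at 37C with compounds plus PDE4 inhibitor Ro 20174; cAMP measured by HTRF TR-FRET. Normalized to buffer and 29 nM porcine relaxin; EC50 by Hill fit.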
# D1 potentiator: Potentiators of Human D1 Dopamine Receptor: qHTS; hit rate 0.036% among 360,000; HEK293 TREx D1 cells, calcium flux, dopamine EC20 potentiation; D(1A) dopamine receptor (Homo sapiens), P21728; potentiation, % at 10 µM; AID 504651, 2011; in the data active = potentiation above about 30%; also: 0% is about no effect
# Glioma ERSR ind: qHTS for Inducers of the Endoplasmic Reticulum Stress Response (ERSR) in Human Glioma: qHTS; U87-MG GRP78 promoter luciferase reporter, 16 h; Potency, µM, for inactives: top-dose activation, actives largely listed as activators; hit rate 0.02% among 420,000; also: potency is read from the fitted curve at half-maximal effect; series mostly up to about 76 µM; % of control where 0% means no effect; nearly all actives have a fitted effect of over 35% in size
#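 Stably transfected U87-MG glioma cells carrying a GRP78-based luciferase sensor; 16 h compound incubation. Luminescence end-point read 10 min after Bright-Glo addition at room temperature.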
# D2 potentiator: HTS Assay for Positive Allosteric Modulators of the Human D2 Dopamine Receptor: Primary Screen for Potentiators. potentiation, % at 10 µM. HEK293 T-REx D2, calcium flux, EC20 dopamine potentiation. hit rate 0.34% among 340,000. D(2) dopamine receptor (Homo sapiens), P14416;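 active = potentiation over 3 SD above the plate norm, cut at about 30% in these data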; also: 0% is about no effect
#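 Tetracycline-induced Hek293 Trex D2 cells, force-coupled to calcium, loaded with no-wash calcium dye. Compound added with 180 s kinetic read for agonism, then EC20 dopamine and a further 180 s read for potentiation.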
# D1 antag: Antagonist of Human D 1 Dopamine Receptor: qHTS; activity change, negative = inhibition, % at 10 µM; HEK293 TREx D1 cells, calcium flux, dopamine EC80; stronger effect = lower value; hit rate 3.2% among 360,000; D(1A) dopamine receptor (Homo sapiens), P21728; in the data active = activity change below about -30%; also: % is scaled to controls: 0 for no effect and ±100 for the full control effect
#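 After overnight tetracycline induction at 30 C, force-coupled D1 HEK293 cells took up a no-wash calcium dye at room temperature. Compounds were added and monitored 180 s, and the response to EC80 dopamine was then recorded.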
# Vif-APOBEC3F blk: qHTS for Inhibitors of Vif-A3F Interactions: qHTS; hit rate 0.2% among 390,000; AID 602313, 2012; Potency, µM (doses to about 46.1 µM), without a hit: top-dose activity, negative = active; HeLa A3F-eYFP + Vif (tagged APOBEC3F with the HIV-1 protein that degrades it), YFP fluorescence increase; also: potency is read from the fitted curve at half-maximal effect; % of control where 0% means no effect; nearly all actives have a fitted effect of over 65% in size
#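 HeLa cells stably expressing Vif plus C-terminally eYFP-tagged A3F were seeded, incubated overnight at 37 deg C, dosed with compound, incubated overnight again at 37 deg C. Yellow fluorescence (Ex 488/Em 500-530) reported blocked Vif-mediated A3F-eYFP degradation.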
# D1 ag: Allosteric Agonists of the Human D1 Dopamine Receptor: qHTS; AID 504660, 2011; HEK293 T-REx D1 cells, calcium flux, agonist mode; D(1A) dopamine receptor (Homo sapiens), P21728; activation, % at 2 µM; hit rate 1% among 360,000; in the data active = activation above about 30%; also: 0% is about no effect
#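 Agonism was scored from calcium flux recorded over 180 s (1 read/s) after pintool compound addition, following a 10-cycle baseline. Cells were inducible force-coupled HEK293 TREx D1, plated overnight at 30 C and loaded with no-wash calcium dye.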
# Starred values were filed as active, the others as inactive; ? = inconclusive; . = no result given. Unless noted, calls follow the shape of the dose curve; as a rule, active = well fitted curve in the direction sought with a large enough effect; inconclusive = small, poorly fitted or top-dose-only effect, or another doubt; inactive = no such curve, though single readings can be large; an effect the other way counts as inactive or inconclusive. These rows are one share of the data; count on the stated rates, not on these rows.
Compound	Vif-APOBEC3F blk	Glioma ERSR ind	RXFP1 agonist	RXFP1 antagonist	Vif-APOBEC3G blk	D1 potentiator	D1 ag	D2 potentiator	D1 antag
COc1ccc(NS(=O)(=O)c2cccc(C(=O)Nc3ccccc3C(=O)O)c2)cc1	0%	3%	1.2%	-5	1%	0	0	-5	0
CC(C)Nc1ccc(C(CC(N)=O)NC(=O)Cc2cccc3ccccc23)cc1[N+](=O)[O-] (stereo not given)	1%	-5%	-2.3%	.	1%	-3	6	-3	-12
CCOC(=O)C1(C(=O)OCC)COC(=O)C2(CC)OC21 (stereo not given)	9%	-2%	.	-4	1%	.	.	.	.
Cc1cccc(-c2n[nH]c(=S)n2-c2ccccc2)c1[N+](=O)[O-]	6%	-1%	2.6%	12	-4%	22	2	-1	-3
COc1ccc(N=Nc2ccc(O)c(P(=O)(c3ccccc3)c3ccccc3)c2)cc1	2%	-3%	2.7%	-4	-9%	-5	3	.	5
COc1ccc(-n2cc(-c3ccccc3)c3c(NC4CCCC4)ncnc32)cc1	-2%	0%	4.6%	-13	-1%	4	1	10	21
O=S(=O)(NC1CCCCC1Nc1ccccc1)c1ccccc1 (stereo not given)	-11%	-5%	2.9%	-5	2%	-2	3	1	11
Cc1ccc(-n2ncc3c(=O)n(CC(=O)N4CCCc5ccccc54)cnc32)cc1C	-4%	-3%	-0.2%	.	0%	-8	-3	1	-16
CCNC(=S)NS(=O)(=O)c1ccc(F)cc1	-9%	-6%	0.6%	1	3%	-3	3	10	-12
CC12CC3OC3CC1CCC1C2CCC2(C)C1CCC21OCCO1 (stereo not given)	7%	-5%	.	5	0%	.	.	.	.
CC(=O)C1=C(C)NC(C)=C(C(C)=O)C1c1cccs1	-5%	-4%	0.4%	-2	-3%	0	1	7	-3
c1ccc(-c2ccc(-c3ccncn3)cc2)cc1	-25%	2%	.	-9	-15%	.	.	.	.
Cc1ccc(C)c(NC2=NS(=O)(=O)c3ccccc32)c1	-1%	-2%	-0.8%	8	1%	0	2	-8	-27
O=c1cc(CN2CCN(CCO)CC2)c2cc3c(cc2o1)CCC3	4%	-3%	0.8%	-14	1%	0	3	-18	12
CC1(C)CC(=O)C=C(Nc2cccc(C(F)(F)F)c2)C1	3%	-3%	.	2	3%	.	.	.	.
COCCOC(=O)/C(=C/c1ccc(OC(=O)c2ccccc2)cc1)C(C)=O	-18%	10%	1.2%	-21	-23%	-6	2	-4	-6
COc1ccccc1N1CCN(S(=O)(=O)c2ccc3[nH]c4c(c3c2)CCCC4)CC1	0%	1%	-0.3%	-17	-4%	2	1	3	-11
CCOc1ccc(C2C(=O)N(C3CCCCCC3)CC(=O)N2CCc2ccccc2)cc1OC (stereo not given)	0%	-3%	-0.6%	10	-2%	-1	-1	-12	13
COc1ccc(CN(C(=O)c2snc(C(N)=O)c2N)C(C(=O)NC(C)(C)C)c2ccco2)cc1 (stereo not given)	1%	-6%	4.2%	7	-1%	-4	1	-2	19
COc1ccccc1CCNC(=O)c1ccc(Br)s1	-10%	6%	-1.0%	-8	-2%	-1	1	-17	-24
Cc1ccc(C2(O)CN(c3ccccc3)C3=[N+]2CCS3)cc1 (stereo not given)	-16%	2%	0.2%	-7	-1%	8	3	4	18
COc1ccc(S(=O)(=O)Oc2c(OC)cc(C(=S)N3CCOCC3)cc2OC)cc1	-35%	-4%	-0.5%	0	-4%	-2	5	-1	4
CSCCC(NC(=O)c1ccco1)C(=O)NC1CCCCCC1 (stereo not given)	8%	3%	0.0%	0	1%	0	0	14	-2
COc1ccccc1N1CCN(Cc2nc3ccccc3c(=O)n2CC(C)=O)CC1	-1%	-6%	1.7%	5	1%	-5	2	8	-6
Cc1cccc(NC(=O)CCCN2C(=O)C(c3ccccc3)Oc3cccnc32)c1C (stereo not given)	-1%	-3%	-0.5%	6	-9%	14	6	-2	-1
O=C(Nc1cccc(Cl)c1)c1c(NC(=O)C(F)(F)F)sc2c1CCCC2	5%	-6%	0.8%	-36	-4%	-3	16	3	-35*
COc1ccccc1C(=O)Nc1ccc2c(c1)CCCN2C(=O)c1cccs1	-10%	0%	1.8%	0	-8%	-8	2	6	-14
CS(=O)(=O)c1ccc2nc(NC(=O)c3ccco3)sc2c1	2%	-7%	3.0%	.	-4%	3	1	.	12
Cc1ccc(Cl)cc1N1CCN(C(=O)C2CCN(Cc3nc(-c4cccc(Cl)c4)oc3C)CC2)CC1	0%	-2%	-1.5%	.	3%	-1	1	-10	0
COC(=O)c1cc(C)ccc1/C=C1/Cc2c(C)cc(C)cc2C1=O	6%	-4%	.	-11	3%	.	.	.	.
CN(CC1CCCO1)S(=O)(=O)c1ccc(C(=O)Nc2nc(-c3ccccn3)cs2)cc1 (stereo not given)	-5%	-8%	2.6%	-27	-17%	-1	3	2	-13
COc1cc(OC)c(S(=O)(=O)N2CCN(C(=O)c3ccccc3F)CC2)cc1NC(C)=O	2%	-3%	-0.2%	-5	-2%	1	3	4	-1
O=C(COc1ccc([N+](=O)[O-])cc1)NNC(=S)NC(=O)c1ccc(Br)cc1	6%	8%	0.4%	-2	0%	2	2	4	0
CCCn1c(=O)c(C(=O)NCCc2ccc(OC)cc2)c(O)c2ccccc21	4%	-3%	4.1%	-5	0%	-2	17	-4	7
CCCCCCCc1ccc(C2NC(=S)NC3=C2C(=O)c2ccccc23)cc1 (stereo not given)	1%	-4%	0.9%	-2	3%	4	0	0	-10
COC(=O)c1c(NC(=O)Cc2ccc(OC)c(S(=O)(=O)N3CCOCC3)c2)sc(C)c1C	3%	-4%	3.6%	-6	-9%	-4	0	6	2
CC1CC(C)CN(CCCNC(=O)C2CCN(c3nnc(-n4cccc4)s3)CC2)C1 (stereo not given)	4%	-1%	-0.4%	-1	0%	-3	2	-6	-7
CC1CCC(C(C)C)C2=C1C(C#N)(C#N)C(C#N)(C#N)C(c1ccccc1)N2 (stereo not given)	-4%	-10%	1.4%	-26	-24%	-9	13	-4	-13
COc1cc(CN2CCC(C(N)=O)CC2)ccc1OCc1ccccc1	-2%	6%	-2.1%	-1	0%	-3	3	1	-3
CCOc1ccc(-n2c(SC)nc3c(c2=O)SCC3)cc1	-10%	-2%	1.4%	-2	-1%	2	6	10	10
COc1cccc(-n2cc(C(=O)NC(C)C)c3ccccc3c2=O)c1	17%	-4%	-0.1%	5	4%	0	1	.	2
COc1ccc(C2c3[nH]c4ccccc4c3CCN2C(=O)c2cn3ccccc3n2)c(F)c1 (stereo not given)	?	-1%	0.6%	3	-11%	11	1	-3	-4
COc1ccc(NC(=O)COC(=O)Cn2cnc3ccccc3c2=O)c(OC)c1	6%	-1%	-0.5%	3	4%	-2	1	6	-3
COc1ccc(CN(Cc2ccc(C(=O)O)cc2)C(=S)Nc2ccccc2F)cc1OC	10%	-1%	-4.3%	-10	0%	1	1	-4	-7
Cc1csc2c(=O)n(CCO)c(=O)[nH]c12	12%	-2%	0.0%	3	-3%	0	1	6	-13
Cc1ccc2c(c1)c1c(c(=O)n(-c3cccc(Cl)c3)c(=O)n1CC(=O)c1ccc(Cl)cc1)n2C	2%	-4%	2.0%	.	1%	0	7	10	-1
Cc1ccc(-n2[nH]c(C)c(C=Nc3cc(C)ccn3)c2=O)cc1	-10%	-1%	0.6%	5	1%	-1	1	1	-7
CCS(=O)(=O)N1CCc2cc(C(=O)Nc3cc([N+](=O)[O-])ccc3C)ccc21	-1%	1%	-0.3%	.	-1%	-2	0	2	6
COC(=O)c1c(C(=O)OC)c(-c2ccc(Cl)cc2)n2c1CS(=O)(=O)C2	0%	-3%	-0.1%	1	0%	-6	2	-26	-14
Cc1noc(C)c1NC(=O)N(C)C[C@H]1OCc2cn(nn2)CCCC(=O)N([C@@H](C)CO)C[C@@H]1C	-10%	-4%	.	9	2%	.	.	.	.
COc1ccc(Br)c(C(=O)Nc2cc3c(cc2N2CCOCC2)n(C)c(=O)n3C)c1	-1%	0%	-2.8%	-7	-1%	1	1	0	8
COc1ccc(-c2c(C)nn(-c3ccccc3)c2NC(C)=O)cc1OC	3%	-2%	0.4%	0	-4%	-4	-1	7	-10
Cc1ccc(OC2CCN(C(=O)C3CCC(=O)N(C4CC4)C3)CC2)cc1 (stereo not given)	5%	-2%	0.3%	3	0%	4	3	-3	13
COc1ccc(Cl)cc1S(=O)(=O)N1CCCC(C(=O)N2CCOCC2)C1 (stereo not given)	3%	-5%	-0.5%	-5	-3%	-6	2	13	-25
CN1CCN(C(=O)c2cccn(Cc3cccc(Cl)c3)c2=O)CC1	-2%	-2%	4.5%	4	-7%	-4	4	11	2
COc1cc(C(=O)Nc2ccc(S(=O)(=O)Nc3cc(C)nc(C)n3)cc2)cc(OC)c1OC	3%	-6%	-0.2%	-9	0%	0	-1	4	1
